Granule exo inh = blocks lytic granule exocytosis. TALL-104 LAMP-1 surface exposure, flow cytometry; cells stimulated with thapsigargin and PMA. inhibition, % at 10 µM. 360,000 tested, 0.66% active. AID 651702;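 active means inhibition above about 55%, limit read from the data; inconclusive means no clear call, values can overlap the other calls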
ABCB6 inh 2 = inhibitors of human ABC transporter ABCB6 | K562-ABCB6 porphyrin accumulation, flow cytometry, 1 h; active compounds read low | fluorescence ratio to DMSO, % at 10 µM | 360,000 tested, 0.19% active | Q9NP58;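 active means fluorescence ratio to DMSO below 75%, the collection mean minus 3 SD; inconclusive means too few cells collected in the well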;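 further: signal is porphyrin accumulated inside mitochondria; 100% equals median channel fluorescence of DMSO control wells; lower ratio means ABCB6 inhibition with less porphyrin fluorescence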
Glyco luc inh = N-linked glycosylation inhibition; AID 588692; D54 ERlucT glycosylation luciferase reporter, 24 h; percent of 100 nM tunicamycin response; reporter increase, % at 12.5 µM; 360,000 tested, 0.23% active;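 active means mean luciferase reporter signal, scaled so untreated is 0 and the glycosylation-blocking control 100, at or above a set limit in every replicate; inconclusive means mean reaches the limit but not every replicate does; inactive means mean below the limit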;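 further: luciferase carries N-glycosylation sites so blocking glycosylation raises the light; 0% = median of neutral control wells and 100% = median of 100 nM tunicamycin wells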
MC4R barr agon = agonists of human melanocortin 4 receptor (MC4R) beta-arrestin. 360,000 tested, 0.98% active. activation, % at 8.9 µM. U2OS MC4R beta-arrestin complementation, luminescence; percent of melanotan II response, DMSO zero;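 active means activation above a per-plate cutoff, the mean activation of sample wells on that plate plus 3 SD, cut at about 8% in these data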
HTR2A ag = mouse HTR2A agonism via beta-arrestin recruitment; CHO-K1 mHTR2A beta-arrestin complementation, luminescence; percent of 30 µM serotonin response; 360,000 tested, 0.66% active; activation, % at 7.6 µM; P35363;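 active means activation above a run cutoff, the mean activation of all tested compounds plus 3 SD, cut at about 14% in these data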;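 further: 0% = plate median of compound wells and 100% = 30 µM serotonin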
Target sequence (P35363 whole entry, looked up): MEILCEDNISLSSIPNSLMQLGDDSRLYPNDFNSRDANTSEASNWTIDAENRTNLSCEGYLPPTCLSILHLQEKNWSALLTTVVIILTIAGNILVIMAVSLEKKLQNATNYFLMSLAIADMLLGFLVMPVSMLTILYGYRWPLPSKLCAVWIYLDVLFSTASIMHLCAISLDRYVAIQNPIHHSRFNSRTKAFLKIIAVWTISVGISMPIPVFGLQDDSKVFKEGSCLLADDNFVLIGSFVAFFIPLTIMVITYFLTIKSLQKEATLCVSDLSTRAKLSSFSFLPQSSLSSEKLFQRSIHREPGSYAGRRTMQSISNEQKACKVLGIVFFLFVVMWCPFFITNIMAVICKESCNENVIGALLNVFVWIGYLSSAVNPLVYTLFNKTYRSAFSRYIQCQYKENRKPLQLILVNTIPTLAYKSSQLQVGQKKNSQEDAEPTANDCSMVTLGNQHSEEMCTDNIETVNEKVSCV
CaV13 FRET inh = Disruptors of the CACNA1D IQ motif to Ca2+-dependent inactivation inhibitor domain association, primary screening, Förster resonance energy transfer in intact living … | HEK cells, CFP/YFP FRET ICDI-IQ, plate reader, 10 min; percent FRET-ratio fall versus neutral wells | inhibition, % at 12.3 µM | 340,000 tested, 0.098% active | AID 743397;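 active means mean replicate inhibition of at least 30% and at least 1% of replicates passing that level; inconclusive means only one of the two criteria is met; inactive means neither criterion is met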;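 further: 0% = median of the neutral control wells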
ABHD5 PLIN5 PPI = ABHD5-PLIN5 protein interaction inhibition; inhibition, % at 4 µM; AID 602281; Q00G26+Q8WTS1; 360,000 tested, 0.78% active; Split G. princeps luciferase complementation, luminescence, 4 h;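 active means inhibition above the mean inhibition across every tested compound plus 3 SD, cut at about 22% in these data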;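 further: 0% = DMSO only wells and the 100% control is not disclosed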
MC4R antagonist = antagonists of human melanocortin 4 receptor (MC4R) | P32245 | MC4R-expressing cells, MTII-stimulated cAMP, LANCE TR-FRET | inhibition, % at 6.5 µM | 360,000 tested, 0.48% active | AID 540295;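 active means inhibition above its plate's cutoff, the mean of tested wells on that plate plus 3 SD, cut at about 29% in these data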;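 further: 0% = Melanotan II alone and 100% = Melanotan II plus saturating MCL0020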
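material = U2OS cells stably expressing human melanocortin 4 receptor (MC4R) | also added = Melanotan II challenge | dosing = single nominal compound dose of 6.5 µM | detection = TR-FRET with Eu-cAMP and labeled anti-cAMP, 671 nm | replication = singlicate | timing = compound 30 min, challenge 1 h, detection 1 h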
H9c2 protect = modulators protecting cardiomyocytes from myocardial damage. 360,000 tested, 0.63% active. protection from H2O2 cell death, % at 20 µM. AID 588492. H9c2 cardiomyocytes, H2O2 injury protection, ATPLite, 2 h;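 active means compounds giving at least 50% protection of heart cells from peroxide-induced death in the single-dose screen, raw or plate-pattern-corrected value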;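 further: 0% = DMSO wells with peroxide and 100% = DMSO wells without peroxide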
PDI inh = blocks human protein disulfide isomerase activity; PDI insulin aggregation turbidity, A650, 90 min; inhibition, % at 10 µM; 350,000 tested, 0.052% active; AID 588391;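 active means mean inhibition across replicates of 30% or more, whatever share of single replicates reach that level; inconclusive means mean inhibition below 30% while every single replicate reaches 30%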;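 further: absorbance from insulin aggregation driven by PDI reduction with DTT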
Target sequence (P07237 whole entry, looked up): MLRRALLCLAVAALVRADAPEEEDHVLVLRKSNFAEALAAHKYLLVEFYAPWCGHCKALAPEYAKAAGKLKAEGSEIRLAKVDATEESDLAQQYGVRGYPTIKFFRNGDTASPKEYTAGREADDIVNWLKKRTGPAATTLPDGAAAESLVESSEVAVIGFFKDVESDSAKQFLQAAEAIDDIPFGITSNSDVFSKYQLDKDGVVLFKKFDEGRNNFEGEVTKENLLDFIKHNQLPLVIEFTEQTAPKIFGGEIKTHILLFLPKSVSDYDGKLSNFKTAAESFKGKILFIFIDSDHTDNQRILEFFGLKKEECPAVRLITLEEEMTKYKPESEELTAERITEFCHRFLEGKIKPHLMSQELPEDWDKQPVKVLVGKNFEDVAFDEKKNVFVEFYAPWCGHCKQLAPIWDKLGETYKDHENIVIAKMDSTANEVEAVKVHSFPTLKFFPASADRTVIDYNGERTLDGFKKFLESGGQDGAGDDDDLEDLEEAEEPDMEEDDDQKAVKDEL
* marks the source's active call; other numbers are inactive results; ? = inconclusive; . = not tested or not shown.

SMILES	Granule exo inh	ABCB6 inh 2	Glyco luc inh	MC4R barr agon	HTR2A ag	CaV13 FRET inh	ABHD5 PLIN5 PPI	MC4R antagonist	H9c2 protect	PDI inh
O=C(/C=C/c1ccc(F)cc1)Nc1cc(S(=O)(=O)N2CCOCC2)ccc1N1CCOCC1	-4	98	3	-1.3	8	-8	3	3	3	-4
O=c1c(-c2cnn(-c3ccccc3)c2)coc2cc(O)ccc12	-1	96	0	0.9	1	.	-4	1	-6	4
Cc1ccc(C)c(S(=O)(=O)N2CCNCC2)c1	-3	96	2	-2.4	-4	-7	4	7	13	-2
O=C(COC(=O)c1cc(C(F)(F)F)cc(C(F)(F)F)c1)NCc1ccc(Cl)cc1	-4	98	3	8.7*	0	-3	5	-1	-5	28
COc1ccc(C(=O)COC(=O)c2cnc(C)cn2)c(OC)c1	2	97	1	0.4	5	-7	12	1	-2	1
Cc1nc(CSc2nnc(C)s2)cs1	2	97	3	0.7	7	-5	-8	20	10	-1
COc1ccc2c(c1)C(C)=CC(C)(C)N2S(=O)(=O)c1ccc(NC(C)=O)cc1	52	104	17	-1.9	4	-3	0	-21	7	9
CCN1CCc2c(C#N)c(NCc3ccccc3)nc(NCCO)c2C1	1	98	2	-1.2	-5	-3	-5	1	5	1
CCn1ncc(C2C(C(=O)Nc3ccc(C)cn3)=C(C)NC3=C2C(=O)CCC3)c1C (centres undefined)	3	102	-1	-0.8	-4	-3	3	3	5	2
CSc1ccc(NC(=O)N2CCC(C(=O)c3ccc(F)cc3)CC2)cc1	10	100	-5	0.9	-15	-7	4	6	-10	2
Cc1ccc(S(=O)(=O)N2CCCc3ccccc32)cc1C	-6	97	-5	-1.8	-1	-5	-5	3	-9	1
Nc1c(-c2ccc(Cl)cc2)nnn1-c1ccccc1	-1	103	1	-2.0	-3	-6	-3	16	-7	6
COc1cc2c(cc1OC)C(C)N(C(=O)CCNC(=O)c1ccccc1)CC2 (centres undefined)	-29	93	-1	-1.2	8	-7	-2	1	2	-6
COCc1cc(SC2CCCCC2)nc(C)n1	0	98	0	-3.1	0	-6	5	2	2	7
O=C1OCC(Cn2c3ccccc3c3ccccc32)O1 (centres undefined)	-2	97	-2	-3.5	3	-5	3	-9	0	-11
COc1ccc(CNC(=O)C2CCN(C(=O)[C@@H]3Cc4ccccc4CN3)CC2)cc1	0	98	1	0.1	6	-3	2	4	8	16
Cc1ccc(OCc2ccc(-c3ccccc3)cc2)c([N+](=O)[O-])n1	88*	96	-1	-0.5	-5	-3	1	-1	-12	5
Cc1ccc(NC(=O)COC(=O)CNC(=O)c2ccco2)cc1	0	99	3	1.1	-1	-5	2	19	7	3
CCc1nc(NCc2ccccn2)c2oc3ccccc3c2n1	2	97	1	-0.7	3	-5	0	3	-24	-4
CCC(C)NC(=O)CS(=O)Cc1nc(-c2cccc(OC)c2)oc1C (centres undefined)	0	102	1	0.4	0	-3	4	3	6	.

Two consecutive entries out of the list so far:
SMILES	Granule exo inh	ABCB6 inh 2	Glyco luc inh	MC4R barr agon	HTR2A ag	CaV13 FRET inh	ABHD5 PLIN5 PPI	MC4R antagonist	H9c2 protect	PDI inh
Nc1c(-c2ccc(Cl)cc2)nnn1-c1ccccc1	-1	103	1	-2.0	-3	-6	-3	16	-7	6
COc1cc2c(cc1OC)C(C)N(C(=O)CCNC(=O)c1ccccc1)CC2 (centres undefined)	-29	93	-1	-1.2	8	-7	-2	1	2	-6

Next records follow:
SMILES	Granule exo inh	ABCB6 inh 2	Glyco luc inh	MC4R barr agon	HTR2A ag	CaV13 FRET inh	ABHD5 PLIN5 PPI	MC4R antagonist	H9c2 protect	PDI inh
COc1cc([C@@H]2CC=C(C(=O)O)[C@H](c3ccccc3)N2S(=O)(=O)c2ccc(C)cc2)cc(OC)c1OC	0	101	2	-0.2	-8	-11	-1	6	-2	10
Cc1ccc(NC(=O)CSc2nc(N)cc(=O)[nH]2)cc1S(=O)(=O)N1CCCCCC1	-2	94	-2	-1.8	16*	-6	6	6	3	-111
CCCCN1C(=O)C(C(=O)OCC)CC2=C1CCCC2=O (centres undefined)	-2	102	2	-0.1	-2	-11	-4	11	6	9
Cc1ccc(C2(C)NC(=O)N(CC(=O)Nc3ccc4c(c3)CCC4)C2=O)cc1 (centres undefined)	-6	100	6	-2.9	-2	-3	-1	0	0	-9
O=C(CN1CCCCC1)NCC(=O)Nc1ccc(F)c(F)c1F	1	104	0	0.3	9	-6	-8	-3	5	-5
COc1ccc(O)c(C(=O)c2cnn(C(=O)c3cccc(S(=O)(=O)N4CCOCC4)c3)c2)c1	2	101	-1	-1.9	6	4	-1	-9	-15	-1
O=C1c2ccc(-c3ccc(Cl)c(C(F)(F)F)c3)cc2S(=O)(=O)c2cccc(C(=O)N3CCN(c4ccc(Cl)cn4)CC3)c21	1	100	-6	0.6	-2	-11	3	5	3	6
O=C(CNC(=O)c1cccs1)c1ccc(Br)cc1	5	98	-7	-2.5	12	-4	2	10	-4	-8
COc1cc(NC(=O)C2CCCCC2)c(OC)cc1NC(=O)CCC(=O)NCc1ccco1	6	98	-1	-1.9	-3	-3	5	0	0	1
COc1ccccc1NC(=O)COC(=O)Cc1ccc(S(=O)(=O)N2CCCCC2)s1	-4	97	0	-0.9	3	0	0	11	5	3
Cc1ccc(COc2cccc3c2CCN(Cc2ccc(F)cc2)C3=O)cc1	4	96	-10	-0.5	-6	-6	-9	3	-15	0
COc1ccc(NC(=O)CNS(=O)(=O)c2ccc(Cl)cc2)cc1OC	1	94	3	-3.1	-4	-8	-6	-6	12	2
Cc1ccc(Cn2ccnc2C(=O)Nc2ccccc2)cc1	-1	94	3	-2.3	3	-4	0	3	0	8
O=C1C=C(Nc2ccccc2C(=O)O)c2ccccc2C1=O	0	103	5	-0.5	2	-2	-11	-5	-17	-4
O=C(NCC1CCCO1)c1cccc(S(=O)(=O)NCc2ccccc2)c1 (centres undefined)	0	98	2	-1.8	3	-2	-6	1	2	-9
COc1cc(/C=C2\SC(N3CCc4ccccc4C3)=NC2=O)cc(OC)c1OC	11	99	3	-2.4	-1	-3	0	-14	52*	-4
Cc1ccccc1-c1cccc([C@@H]2C[C@H]3[C@H](CON3C)CN2S(=O)(=O)c2ccccc2C)c1	-11	96	-4	-1.6	-3	-6	-4	4	5	9
CCCCN(CCCNC(=O)CN1C(=O)COc2ccccc21)c1ccccc1	-1	95	1	5.8	-7	-11	-8	5	-7	-1
O=C(COC(=O)c1cc(Br)ccc1Cl)NC1CCCC1	0	97	0	1.8	1	-4	17	1	-4	10
COc1ccc(OC)c(NC(=O)CS(=O)(=O)Cc2nc(-c3ccccc3C)oc2C)c1	-3	101	0	1.0	13	?	6	13	-6	.
COc1ccc(S(=O)(=O)N2C3CCC2CC(NC(=O)C2CC2)C3)cc1 (centres undefined)	4	90	1	-0.1	-1	-5	2	-3	1	0
COc1ccc(Nc2nc3c(C)cccc3cc2C#N)c(OC)c1	-3	101	4	-1.6	0	-5	-4	9	2	-4
CC1(C)CC(=O)C=C(c2cccc(Cl)c2O)C1	7	90	1	-1.5	7	-5	-2	-5	2	9
Cc1ccc(-c2cc(C(=O)Nc3c(C)n(C)n(-c4ccccc4)c3=O)[nH]n2)c(O)c1C	-3	95	-2	0.5	-1	-3	2	11	-14	3
CCNC(=S)NS(=O)(=O)c1ccc(CC)cc1	-1	105	0	-2.4	-1	-8	-6	21	2	0
OC(CNc1ccnc2cc(Cl)ccc12)CNC1CCCCC1 (centres undefined)	-3	102	-8	-1.5	-10	-20	-5	-1	-2	0
C=CCNc1nc(-c2ccccc2)nc(-n2ccnc2)n1	-5	96	2	2.1	4	-5	7	7	-2	7
CC(=O)N1CCC2(CC1)CC(=O)c1cc(OCC(=O)N3CCOCC3)ccc1O2	-2	102	2	0.6	2	-7	1	8	4	3
COc1ccc(Nc2oc(COc3cccc(C)c3)nc2C#N)cc1	11	98	-11	0.4	-5	-2	-10	-8	-28	16
Cc1cccc(C(=O)NC(=S)Nc2ccccc2C(F)(F)F)c1	-6	95	1	-0.8	-6	-2	-16	13	-9	-1
Cc1cnc(C)c(N2CCC(C(=O)NCc3ccco3)CC2)n1	-3	116	0	0.9	3	.	1	8	5	1
Nc1nc(CN2CCN(C(c3ccccc3)c3ccccc3)CC2)nc(Nc2ccccc2)n1	21	100	3	-1.8	-3	-21	-6	6	4	-9
Cc1cc(NS(=O)(=O)c2ccc(NC(=O)CCCOc3ccccc3C)cc2)nc(C)n1	11	96	3	0.7	-8	-3	-4	5	0	9
Cc1ccc(CNc2cc(C(=O)O)ccc2Cl)s1	-4	99	1	1.9	5	-3	-5	8	-1	0
CCNC(=O)N1CCNC(=O)C1CC(=O)Nc1ccc(C(=O)OCC)cc1 (centres undefined)	0	95	-3	-0.4	0	-5	3	2	-10	-1
COc1cccc(CN2CCNC(=O)C2CC(=O)NCc2cn3ccc(C)cc3n2)c1OC (centres undefined)	-4	91	1	0.5	-2	14	4	1	2	10
CCCC(=O)NC(c1ccco1)c1c(O)ccc2ccccc12 (centres undefined)	0	113	-1	-1.4	1	-8	0	3	2	-7
CCN(c1cccc(C)c1)S(=O)(=O)c1c(C)[nH]c(=O)[nH]c1=O	-1	101	-1	-1.3	3	-9	0	15	-1	-12
CCOC(=O)C1CCN(C(=O)CSc2ccc(Br)cc2)CC1	6	94	0	-2.7	-1	-4	-1	4	-3	-3
CNc1nc(Cl)c(SC)c(NC2CCCCC2)n1	0	100	-4	1.0	3	-5	5	-10	-16	10
CCc1cc(=O)n2[nH]c(C)c(-c3ccc(OC)cc3)c2n1	1	100	-1	-1.5	-2	-5	-6	15	20	-2
O=C(NNC(=O)c1ccccc1O)c1ccco1	-1	98	-1	-3.3	-4	-27	0	-1	-4	1
COc1ccc(N2C(=O)C3CC(C)=C(C)CC3C2=O)c(OC)c1 (centres undefined)	-2	95	-2	1.7	1	-5	0	2	1	21
CSCC(=O)N1CCCC(N2CCN(c3cccc(C(F)(F)F)c3)CC2)C1 (centres undefined)	-4	100	2	-0.8	-4	-5	3	10	3	7
OCCN(Cc1ccccc1)Cc1cccc(Cl)c1Cl	-3	97	-4	-0.2	-2	-8	-2	-5	-8	-1
COC(=O)/C=C1/C(=O)N/C(=N\c2nc(C)cc(C)n2)N1c1ccc(OC)cc1	2	95	-2	-1.9	1	5	0	1	5	0
Cc1nc2ccc(S(=O)(=O)NCC(=O)N3CCOCC3)cc2s1	2	92	2	1.8	-1	.	10	2	4	0
Cc1cc(C(=O)Nc2c(C)n(C)n(-c3ccccc3)c2=O)on1	-2	110	0	-1.0	1	-5	-7	-3	-10	4
CC1CCCCN1C(=O)COC(=O)c1ccc2ccccc2n1 (centres undefined)	-1	94	2	-0.3	4	-3	7	-4	-1	5
Cc1cc(C(=O)OCC(=O)Nc2c(Cl)cccc2Cl)c(C)o1	0	91	0	-1.8	-3	-4	-6	0	2	-8
COC(=O)CSc1nnc(-c2ccccn2)n1N	-1	95	3	0.0	-4	-4	1	1	8	9
